Bioassay records as filed in PubChem BioAssay.
GSH bead fluor: compound fluorescence on glutathione beads, profiling panel, artefact control, biophysical, 488/530 nm, flow cytometry | 190,000 tested, 0.25% active | GSH beads flow cytometry, compound fluorescence 488/530 nm; hits give high values | fluorescence (KMESF) at 10 µM; in the data active = fluorescence above about 89;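 note: glutathione beads carrying GST-tagged Bcl family fusion proteins plus one bare bead set; values are compound well signal with DMSO vehicle wells as background; inactives centre near 16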
RGS4-Gao reg: modulators of RGS4 binding to Galphao, primary screen, biochemical, multiplexed bead flow cytometry; actives lie on both sides; 220,000 tested, 0.33% active; binding response (% of control), % at 10 µM; AID 1415, 2008; in the data active = binding response below about 49% or above about 150%; inactive = in between;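 note: fluorescent Galphao activated with aluminum fluoride binding bead-coupled RGS4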
Avidin fluor: green autofluorescence of compounds with avidin beads – biophysical, 488/530 nm, flow cytometry, artefact control, profiling panel. 220,000 tested, 0.38% active. AID 1775, 2009. compound fluorescence 488/530 nm; hits give high values. fluorescence (KMESF) at 10 µM; in the data active = fluorescence above about 47; note: inactives centre near 10
Bim-Bcl-B: inhibitors of Bim-Bcl-B binding, primary screen, biochemical, multiplexed, human Bcl-2 family. inhibition, % at 10 µM. Bcl-2-like protein 10 (Homo sapiens), Q9HD36. 190,000 tested, 0.073% active. bead-based flow cytometry, Bim peptide-Bcl-B binding;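 note: 0% = tracer peptide without compound and 100% = reference inhibitor peptide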
Target sequence (Q9HD36 whole entry, looked up): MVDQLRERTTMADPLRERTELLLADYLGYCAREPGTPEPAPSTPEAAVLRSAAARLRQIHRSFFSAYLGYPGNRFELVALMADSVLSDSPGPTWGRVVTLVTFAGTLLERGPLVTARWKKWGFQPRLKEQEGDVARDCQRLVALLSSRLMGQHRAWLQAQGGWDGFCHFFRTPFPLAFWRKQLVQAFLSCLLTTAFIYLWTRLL
RGS7-Gao reg: RGS7-Galphao binding modulators, primary screen, biochemical, multiplexed bead flow cytometry; Guanine nucleotide-binding protein G(o) subunit alpha (Homo sapiens), P09471; actives lie on both sides; binding response (% of control), % at 10 µM; 220,000 tested, 0.35% active; AID 1439, 2008; in the data active = binding response below about 49% or above about 150%; inconclusive = no clear call, values can overlap the other calls; inactive = in between;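 note: fluorescent Galphao held in activated GDP-AlF4 state binding bead-coupled RGS7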
Bfl-1 Bim block: inhibitors of Bim binding to Bfl-1, primary screen, biochemical, multiplexed, bead-based flow cytometry; Bcl-2-related protein A1 (Homo sapiens), Q16548; Bim-Bfl-1 binding inhibition; inhibition, % at 10 µM; 190,000 tested, 0.12% active;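 note: 0% = wells without compound plus tracer and 100% = blocker peptide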
Bim-Bcl-2: inhibitors of Bim-Bcl-2 binding, primary screen, biochemical, multiplexed, human Bcl-2 family. Apoptosis regulator Bcl-2 (Homo sapiens), P10415. Bead-based flow cytometry, Bim peptide-Bcl-2 binding. inhibition, % at 10 µM. 190,000 tested, 0.06% active; in the data active = inhibition above about 40%; inconclusive = no clear call, values can overlap the other calls;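 note: 0% = no compound wells with probe peptide and 100% = reference peptide inhibitor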
Target sequence (P10415 whole entry, looked up): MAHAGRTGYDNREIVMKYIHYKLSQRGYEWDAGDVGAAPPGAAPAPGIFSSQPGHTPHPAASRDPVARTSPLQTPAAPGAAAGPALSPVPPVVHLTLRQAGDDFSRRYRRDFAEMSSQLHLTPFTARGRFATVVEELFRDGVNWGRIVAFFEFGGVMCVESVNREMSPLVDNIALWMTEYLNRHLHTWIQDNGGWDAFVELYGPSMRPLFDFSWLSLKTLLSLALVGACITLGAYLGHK
ABCB1 block: ABCB1 efflux pump inhibitors, primary screen, cell-based, multiplex, flow cytometry, ABCG2 counter-screen; ATP-dependent translocase ABCB1 (Homo sapiens), P08183; CCRF-Adr cells, JC-1 efflux; inhibition, % at 6.6 µM; 190,000 tested, 0.067% active; AID 1326, 2008; in the data active = inhibition above about 40%;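 note: 0% = vehicle and 100% = reference inhibitor; higher value means more JC-1 retained so stronger ABCB1 efflux block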
Bim-Bcl-W: inhibitors of Bim binding to Bcl-W, primary screen, biochemical, multiplexed, bead-based flow cytometry. Bim peptide-Bcl-W binding. Bcl-2-like protein 2 (Homo sapiens), Q92843. AID 952, 2007. inhibition, % at 10 µM. 190,000 tested, 0.02% active;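 note: 0% = bound tracer without compound and 100% = peptide blocker; higher means less fluorescent Bim peptide bound to Bcl-W beads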
Bcl-XL Bim block: inhibitors of Bim-Bcl-XL binding, primary screen, biochemical, multiplexed, bead flow cytometry, human Bcl-XL; 190,000 tested, 0.04% active; Bcl-2-like protein 1 (Homo sapiens), Q07817; inhibition, % at 10 µM; Bim peptide-Bcl-XL binding, fluorescence
ABCG2 inh: ABCG2 efflux pump inhibitors, primary screen, multiplex with ABCB1, IgMXP3 cells, flow cytometry; Broad substrate specificity ATP-binding cassette transporter ABCG2 (Homo sapiens), Q9UNQ0; JC-1 efflux; inhibition, % at 6.6 µM; 190,000 tested, 0.1% active; AID 1325, 2008;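 active = inhibition above 80%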;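 note: 0% = DMSO and 100% = nicardipine control wells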
Target sequence (Q9UNQ0 whole entry, looked up): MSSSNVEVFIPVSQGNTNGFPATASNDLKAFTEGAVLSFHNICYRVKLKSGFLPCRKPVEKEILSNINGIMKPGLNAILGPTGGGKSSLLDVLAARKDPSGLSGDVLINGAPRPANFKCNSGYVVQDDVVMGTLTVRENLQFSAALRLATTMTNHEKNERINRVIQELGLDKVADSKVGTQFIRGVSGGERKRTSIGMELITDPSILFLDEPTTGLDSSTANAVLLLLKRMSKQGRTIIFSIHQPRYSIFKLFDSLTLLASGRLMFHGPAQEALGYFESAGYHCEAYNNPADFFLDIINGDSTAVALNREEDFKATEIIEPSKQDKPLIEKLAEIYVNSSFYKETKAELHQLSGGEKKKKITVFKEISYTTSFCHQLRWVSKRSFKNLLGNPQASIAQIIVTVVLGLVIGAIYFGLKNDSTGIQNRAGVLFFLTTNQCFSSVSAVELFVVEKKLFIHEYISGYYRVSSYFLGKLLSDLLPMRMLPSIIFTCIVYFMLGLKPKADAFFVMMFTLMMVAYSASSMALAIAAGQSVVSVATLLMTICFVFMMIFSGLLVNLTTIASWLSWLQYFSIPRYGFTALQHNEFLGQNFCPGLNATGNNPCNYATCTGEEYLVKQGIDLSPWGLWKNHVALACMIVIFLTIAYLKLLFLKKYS
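material = IgMXP3 (ABCG2) plus far-red-tagged CCRF-Adr (ABCB1) cells | amount = 3 million cells/mL, equal mix of both lines | also added = JC-1 transporter substrate | dosing = one concentration, 6.6 µM final | schedule = 10 min at 25 °C | measured by = flow cytometric JC-1 green MFI at 530 nm | read-out basis = percent efflux inhibition, scaled nicardipine 100% to DMSO 0%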
* hit, by the source's call; ? = inconclusive; · = no result given. Cut-off read from the data, not from the text of the source, unless noted: active = inhibition above about 40%.

SMILES	GSH bead fluor	RGS4-Gao reg	Avidin fluor	Bim-Bcl-B	RGS7-Gao reg	Bfl-1 Bim block	Bim-Bcl-2	ABCB1 block	Bim-Bcl-W	Bcl-XL Bim block	ABCG2 inh
COc1ccccc1OCc1nc2ccccc2[nH]1	24	102	8	-11	105	-6	-8	0.2	-1	-4	2
Cc1ccc(Cl)cc1NC(=O)CCC(=O)Nc1cc(Cl)ccc1C	45	98	6	-2	99	-8	-7	0.4	4	4	2
CCC1CCCCN1S(=O)(=O)c1ccc2c(c1)CCN2C(=O)C1CCC1 (stereo unspecified)	25	90	19	-5	94	-3	-2	1.5	0	-2	13
O=C(CSc1nnnn1-c1ccc2c(c1)CCC2)Nc1ccc2c(c1)OCCO2	22	100	10	2	98	0	-1	0.6	0	1	3
O=C(CSc1oc(-c2ccco2)nc1S(=O)(=O)c1ccccc1)NCC1CCCO1 (stereo unspecified)	32	96	4	-3	99	-2	0	0.4	-3	-5	0
CC1(C)Cc2c(ccc3ccccc23)/C(=C/C(=O)N2CCCCC2)N1	18	101	20	-21	103	32	19	1.9	23	34	7
COc1cc(C2NCCC(=O)C2(C)C)cc(OC)c1OC (stereo unspecified)	10	98	2	-4	102	0	0	0.9	-3	-3	1
Cc1cccc(/C(N)=N/OC(=O)c2ccccc2Cl)c1	15	101	10	-5	?	-6	-7	0.3	-3	-6	18
Cc1nn(-c2ccccc2)c(Cl)c1C(=O)OC(C)C(=O)Nc1ccc2c(c1)OCO2 (stereo unspecified)	30	104	11	-10	103	-12	-11	1.6	0	-6	24
COc1ccc(/C=C2/N=C3CCCCCN3C2=O)cc1	15	106	6	-3	108	-7	-2	-2.3	0	-4	11
CC(C)COP(=O)(c1ccc(N(C)C)cc1)C(O)c1ccccn1 (stereo unspecified)	40	103	7	-8	101	-9	-6	0.8	7	-8	2
Cn1c(CCNC(=O)c2ccco2)nc2cc(NS(=O)(=O)c3ccccc3)ccc21	22	95	32	0	95	0	-1	0.0	-1	-2	0
COc1ccccc1C1SCCN1S(C)(=O)=O (stereo unspecified)	25	101	15	-3	98	-2	0	0.4	-5	-6	3
CC(=O)N1CCC2(CC1)NC(=O)N(c1ccccc1)N2	11	94	4	-2	100	2	-1	0.3	-2	0	2
CC(C)n1c(CCCO)nc2ccccc21	13	99	25	-3	102	-2	10	0.6	-2	-3	1
Cc1ccnc(NC(=O)CCC2CCCCC2)c1	49	96	10	-8	104	-9	-7	0.4	4	-6	2
CC(C)CCNC(=S)Nc1ccc([N+](=O)[O-])cc1	12	102	12	-29	107	-5	-4	0.4	-4	-4	3
Cc1nn(C)c(C)c1C1Nc2ccccc2C(=O)N1O (stereo unspecified)	23	101	8	3	99	6	9	0.4	4	1	1
C=CCn1c2ccccc2c2nnc(SCN3C(=O)c4ccccc4C3=O)nc21	10	94	15	-4	93	-1	-4	5.1	-5	-5	13
Cc1nn(C)cc1/C=N/NC(=O)c1sc2ccccc2c1Cl	27	99	15	-10	100	-20	-15	-0.1	-4	-5	28
COc1ccc(C2N=C(N)N=C(N)N2c2ccccc2)cc1OC (stereo unspecified)	13	108	39	-2	107	0	0	0.1	0	0	2
Cn1c(-c2ccc3c(c2)OCO3)cc(=O)c2ccccc21	15	101	15	-2	103	0	1	0.2	4	1	3
O=C(CCC1CCCC1)Nc1ccc(OCC(=O)N2CCOCC2)cc1	13	104	5	-4	107	0	2	0.3	0	-3	5
C=CCn1c(SCc2ccccc2)nc2scc(-c3ccc(C)o3)c2c1=O	14	96	34	2	98	0	0	0.0	0	-3	0
COc1ccc(/C=N/NC(=O)c2cccc([N+](=O)[O-])c2)cc1OS(=O)(=O)c1ccccc1	29	97	14	-9	98	-16	-8	1.2	0	-7	23

Quoted from the listing:
C=CCn1c(SCc2ccccc2)nc2scc(-c3ccc(C)o3)c2c1=O in GSH bead fluor → 14
Cc1nn(C)c(C)c1C1Nc2ccccc2C(=O)N1O (stereo unspecified) in Bim-Bcl-B → 3

More records follow:
SMILES	GSH bead fluor	RGS4-Gao reg	Avidin fluor	Bim-Bcl-B	RGS7-Gao reg	Bfl-1 Bim block	Bim-Bcl-2	ABCB1 block	Bim-Bcl-W	Bcl-XL Bim block	ABCG2 inh
C[C@@H]1CN(Cc2nc(-c3cnccn3)no2)C[C@H](C)O1	10	101	13	-1	97	-5	0	-0.1	10	1	0
CSc1ccc(S(=O)(=O)Nc2ccc(S(=O)(=O)Nc3ccc(C)cc3)cc2)cc1	10	101	16	2	96	2	4	-0.1	1	2	-1
Cc1cc(=O)[nH]c(N=N/C(=N/Nc2ccc(O)cc2)c2ccccc2)n1	4	94	7	-4	95	-3	2	0.1	0	-4	1
O=C1NC(=O)/C(=C\c2cn(Cc3ccccc3F)c3ccccc23)N1	15	100	14	-4	97	-3	-3	1.4	-1	-2	12
COc1ccccc1NC(=O)NCCN1C(=O)C2C3C=CC(C3)C2C1=O (stereo unspecified)	23	98	8	-5	100	-10	-6	0.1	0	-4	1
Cc1c(/C=N/NC(=O)C(NC(=O)c2ccc3c(c2)OCO3)C(C)C)c2ccccc2n1C (stereo unspecified)	12	103	6	-3	109	-12	-1	-0.6	-1	-3	-3
COc1ccc(S(=O)(=O)N(CC(=O)O)c2ccc(C)cc2)cc1	10	93	24	-2	95	-1	-4	0.2	-3	-10	0
COC(=O)c1ccccc1NC(=S)N(Cc1ccc2c(c1)OCO2)Cc1cc2cc(OC)ccc2[nH]c1=O	11	99	23	-14	102	-6	-7	7.2	-3	-7	17
Cc1cc(Cl)ccc1C(=O)C1CCCN(C(=O)c2ccoc2)C1 (stereo unspecified)	17	98	7	-4	95	-5	-2	0.7	0	0	5
c1ccc(-c2nnc(-c3ccco3)o2)cc1	11	98	11	-1	99	-2	-1	0.6	-1	-1	3
Cc1ccc(C(C)C)c(OCCCN2C(=O)NC(C)(C)C2=O)c1	17	100	5	-5	100	-11	-3	0.3	0	-2	1
COCCNc1ccnc2c(Cl)cccc12	26	99	4	-3	104	1	-5	0.8	-5	-4	6
Cc1cc(C(F)(F)F)nc(SCc2ccc(C(=O)O)o2)n1	20	102	9	-6	100	-16	-10	0.5	-1	-7	3
CSc1nc2ccc(S(=O)(=O)N3CCOCC3)cc2s1	30	103	11	-6	101	-8	-7	0.9	-1	-2	2
NC(=S)N=Nc1c(O)[nH]c2cc(F)c(F)cc12	9	101	8	22	100	10	9	0.4	27	37	17
COc1cc(NC(=O)Cn2nnc(-c3ccncc3)n2)cc(OC)c1	12	95	32	-1	92	-3	-3	0.1	-2	-1	0
O/N=C1/CCCSc2ccccc21	19	100	26	-5	102	-13	-8	2.2	-1	-4	36
O=C(Nc1ccccc1C(F)(F)F)c1cc(S(=O)(=O)N2CCC3(CC2)OCCO3)ccc1F	21	99	27	-7	97	-12	-11	1.6	0	-3	5
O=C(CCc1nnc(Cc2cccc(C(F)(F)F)c2)o1)NC1CC1	17	104	11	-2	99	-2	1	0.4	0	-3	1
Cc1cc(C(=O)Nc2ccccc2N2CCOCC2)ccc1[N+](=O)[O-]	12	97	11	-11	94	-11	-9	1.2	-9	-9	33
O=C(Nc1cc(S(=O)(=O)N2CCOCC2)ccc1N1CCOCC1)c1cn2ccccc2n1	13	98	12	-1	?	-3	-2	2.9	0	0	17
Cc1ccc(N(CCC#N)C(=O)CN2C(=O)NC(Cc3ccccc3)C2=O)cc1 (stereo unspecified)	18	101	27	0	98	-3	-4	0.1	2	-2	0
CC1(C(=O)NCCN2CCOCC2)C=CCN1C(=O)c1ccccc1 (stereo unspecified)	19	94	10	-3	92	-2	1	0.8	-1	-1	3
COc1cc(SC)ccc1C(=O)NCC1CCCO1 (stereo unspecified)	42	101	39	-2	97	-6	-1	0.8	0	-4	4
COc1ccc(Cc2nn3c(Cn4nnc5ccccc54)nnc3s2)cc1	24	98	12	-33	102	3	-10	0.0	-3	0	0

Carrying on:
SMILES	GSH bead fluor	RGS4-Gao reg	Avidin fluor	Bim-Bcl-B	RGS7-Gao reg	Bfl-1 Bim block	Bim-Bcl-2	ABCB1 block	Bim-Bcl-W	Bcl-XL Bim block	ABCG2 inh
CCOC(=O)C1C(=O)CC(C)(O)C(C(=O)OCC)C1c1ccc(N(CC)CC)cc1 (stereo unspecified)	11	100	21	-6	100	0	-2	-0.1	-3	-6	0
Cc1ccc([N+](=O)[O-])cc1S(=O)(=O)NCc1cccnc1	10	102	5	-1	102	0	-7	0.5	0	-5	2
CCOc1ccc(-c2nnn(CC(=O)NCc3cccs3)n2)cc1	32	93	1	-5	97	0	-1	-2.2	-5	5	-4
CCN1CCCC1CNC(=O)c1cc(OC)c(OC)c(OC)c1 (stereo unspecified)	34	103	9	2	101	-4	-3	·	0	-11	·
Cc1ccc(C(C)C)c(OCC(=O)Nn2c(C)nc3ccccc3c2=O)c1	36	103	17	-10	102	-15	-4	-0.7	2	-3	7
COc1cc(C(c2sc3ncnn3c2O)N2CCN(c3ccccc3F)CC2)cc(OC)c1OC (stereo unspecified)	21	100	7	-5	100	-7	-4	0.1	1	-1	1
Cc1ccc(NC(=O)c2cc(NC(=O)c3ccco3)ccc2N2CCOCC2)cc1	39	99	13	-13	99	-22	-10	24	-5	-13	62
Cc1cccc(CSCCNC(=S)Nc2ccccc2)c1	10	101	8	-3	103	0	1	0.5	-3	-2	6
COc1ccc(C2(CNC(=O)C(=O)Nc3ccc(C)cc3)CCOCC2)cc1	9	97	9	-2	93	-7	-6	3.0	-3	-4	25
CCOc1ccc(-c2ccc(C=O)o2)c([N+](=O)[O-])c1	9	95	6	-11	96	0	1	0.2	-2	-5	3
CC(C)CNC(=O)c1ccccc1Oc1ccccc1	49	93	8	-8	97	-9	-6	0.8	2	4	3
O=C(CCSc1nnc(-c2ccco2)o1)Nc1ccc(Cl)cc1	30	104	40	-11	103	-20	-17	0.6	-5	-10	48
NC(=O)c1ccc(N=Nc2c(-c3ccccc3)[nH]n(-c3ccccc3)c2=O)cc1	11	114	63*	2	?	4	3	-0.2	-2	0	3

In the list so far, three contain a thiophene ring, fused or not.
SMILES	GSH bead fluor	RGS4-Gao reg	Avidin fluor	Bim-Bcl-B	RGS7-Gao reg	Bfl-1 Bim block	Bim-Bcl-2	ABCB1 block	Bim-Bcl-W	Bcl-XL Bim block	ABCG2 inh
Cc1nn(C)cc1/C=N/NC(=O)c1sc2ccccc2c1Cl	27	99	15	-10	100	-20	-15	-0.1	-4	-5	28
C=CCn1c(SCc2ccccc2)nc2scc(-c3ccc(C)o3)c2c1=O	14	96	34	2	98	0	0	0.0	0	-3	0
CCOc1ccc(-c2nnn(CC(=O)NCc3cccs3)n2)cc1	32	93	1	-5	97	0	-1	-2.2	-5	5	-4
